Compound activity as filed in PubChem BioAssay.
Neddyl block = inhibitors of cullin neddylation, primary screen, biochemical, TR-FRET, uHTS, NAE and Ubc12. calls only at 25 µM. NEDD8-conjugating enzyme Ubc12 (Homo sapiens) + NEDD8-activating enzyme E1 regulatory …. 360,000 tested, 0.58% active; in the data active means inhibition above about 36%
Target sequence (P61081 whole entry, looked up): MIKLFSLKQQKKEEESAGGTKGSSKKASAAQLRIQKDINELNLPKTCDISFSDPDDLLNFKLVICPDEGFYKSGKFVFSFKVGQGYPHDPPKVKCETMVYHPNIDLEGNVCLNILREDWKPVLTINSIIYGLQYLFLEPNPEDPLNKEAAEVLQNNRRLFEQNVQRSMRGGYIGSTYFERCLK
Target sequence (Q13564 whole entry, looked up): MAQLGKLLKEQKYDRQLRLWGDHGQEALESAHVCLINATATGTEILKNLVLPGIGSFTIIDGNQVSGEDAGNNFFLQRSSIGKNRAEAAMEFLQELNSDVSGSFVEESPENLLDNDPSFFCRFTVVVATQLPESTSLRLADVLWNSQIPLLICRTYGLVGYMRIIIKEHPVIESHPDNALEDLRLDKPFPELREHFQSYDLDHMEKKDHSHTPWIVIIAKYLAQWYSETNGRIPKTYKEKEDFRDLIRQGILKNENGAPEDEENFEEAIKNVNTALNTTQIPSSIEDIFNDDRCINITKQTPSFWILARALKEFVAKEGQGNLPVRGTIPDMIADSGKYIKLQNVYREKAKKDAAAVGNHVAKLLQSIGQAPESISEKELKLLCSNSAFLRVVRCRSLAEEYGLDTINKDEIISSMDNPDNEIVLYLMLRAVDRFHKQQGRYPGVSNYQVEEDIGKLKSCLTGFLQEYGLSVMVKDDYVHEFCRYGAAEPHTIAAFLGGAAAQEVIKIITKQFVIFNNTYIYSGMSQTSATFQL
NadD block = inhibitors of S. aureus NadD, primary screen, biochemical, colorimetric, uHTS | Nicotinate-nucleotide adenylyltransferase NadD (Staphylococcus aureus N315) | purified NadD enzyme, colorimetric absorbance read-out | inhibition, % at 20 µM | 360,000 tested, 0.78% active | AID 602399, 2012; in the data active means inhibition above about 26%; further: some compounds past the cut are filed as inactive
SKN-1 block = suppressors of acrylamide-induced Pgst-4::GFP reporter in worms, primary screen, SKN-1 inhibitor project, whole organism, uHTS, GFP/RFP fluorescence ratio, strain VP596. AID 624304, 2012. inhibition, % at 21.8 µM. 360,000 tested, 0.49% active. C. elegans VP596 Pgst-4::GFP/RFP ratio, 24 h;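 active means interference check ratio from 0.5 to 1.5 plus GFP to RFP signal ratio inhibition reaching or exceeding a fixed threshold, cut at about 30% in these data, passing the limit was not always enough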; further: some compounds called inactive have numbers as strong as hits
Rpn11 inh = Rpn11 (PSMD14) deubiquitinase inhibitors, primary screen, biochemical, fluorescence polarization, uHTS; 360,000 tested, 0.59% active; calls only at 20 µM; 26S proteasome non-ATPase regulatory subunit 14 (Homo sapiens), O00487; human 26S proteasome, Ub4-pepOG fluorescence polarization; 20S core pre-blocked with epoxomicin; AID 588493, 2011;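 active means inhibition at 20 µM, scaled to each plate's controls, above about 33%, limit read from the data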
CSN deneddyl inh = inhibitors of CSN-mediated cullin deneddylation, primary screen, biochemical, fluorescence polarization, uHTS; inhibition, % at 12.5 µM; COP9 signalosome complex subunit 5 (Homo sapiens), Q92905; Purified CSN, SCF-Nedd8-OG deneddylation; 360,000 tested, 0.38% active;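 active means pattern-corrected inhibition above about 35%, with an unprinted fluorescence ratio check between 0.5 and 1.5, limit read from the data, passing the limit was not always enough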;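 further: 0% = enzyme with substrate and 100% = substrate without enzyme; some results filed as inactive read as strong as hits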
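Detection – fluorescence polarization · System – HEK293T-derived human Csn5 enzyme · Controls – substrate-only high control, full reaction low control · Timing – 90 min, room temperature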
FAS-TE inh = FAS thioesterase domain inhibitors, primary screen, biochemical, fluorescence intensity, uHTS; inhibition, % at 15 µM; 360,000 tested, 0.67% active; Fatty acid synthase (Homo sapiens), P49327; recombinant FAS-TE, OMFH fluorogenic substrate, fluorescence endpoint;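 active means compounds whose normalised, plate-corrected inhibition of enzyme fluorescence in the single-dose primary screen is 50% or more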;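 further: 0% = DMSO with enzyme and 100% = substrate without enzyme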
MLLE-PAM2 inh = inhibitors of PABP1 MLLE–PAM2 peptide binding, primary screen, biochemical, fluorescence polarization, FITC-PAM2, GST-MLLE; inhibition, % at 20 µM; 360,000 tested, 0.36% active; AID 588489, 2011; in the data active means inhibition above about 35%, passing the limit was not always enough;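 further: plate controls were DMSO wells with GST-MLLE for no effect and wells lacking GST-MLLE protein for full effect; some results filed as inactive read as strong as hits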
MT1-MMP act inh = blockers of MT1-MMP proenzyme processing, primary screen, HT1080 RFP-PRO-GFP cells, GFP/RFP fluorescence. 360,000 tested, 0.061% active. AID 651647, 2012. GFP/RFP ratio change, % at 20 µM. GFP/RFP ratio fluorescence, overnight; percent of plate control window, DMSO zero;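 active means GFP/RFP ratio change of at least 30% with cell ATP level not reduced by more than half and red fluorescence within 50% of control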; further: strong numbers were not always called active
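Test system: HT1080 cells expressing an RFP-PRO-GFP fluorescent reporter construct / Compound dosing: single-point 20 µM compound, 1% DMSO / Schedule: cells overnight before dosing, compound overnight, 37 °C, 5% CO2 / Evaluation: GFP/RFP fluorescence ratio / Control set: DMSO and RFP-L50D-GFP cell wells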
Rin1 Abl inh = inhibitors of Rin1-Abl protein binding, primary screen, biochemical, TR-FRET; Tyrosine-protein kinase ABL1 (Homo sapiens) + Ras and Rab interactor 1 (Homo sapiens), …; inhibition, % at 7.35 µM; 360,000 tested, 0.4% active; AID 588664, 2011; in the data active means inhibition above about 5%, passing the limit was not always enough
* marks the source's active call; other numbers are inactive results; i = inactive; nt = no result given. No enrichment for hits; 3.9% or so of the library scored in one or more.

item	canonical_smiles	CSN deneddyl inh	NadD block	Neddyl block	MT1-MMP act inh	Rin1 Abl inh	SKN-1 block	FAS-TE inh	MLLE-PAM2 inh	Rpn11 inh
1	Cc1[nH]c2ccccc2c1C(=O)CSc1nccc(=O)[nH]1	-3	-3	i	1	-1	9	-4	-1	i
2	CCOC(=O)C1(CC2CCCCO2)CCN(S(=O)(=O)c2c(C)nn(C)c2C)CC1 (centres undefined)	-2	9	i	4	0	-13	-4	3	i
3	O=C(CN1c2ccccc2Sc2ccccc21)N/N=C/c1ccc([N+](=O)[O-])cc1	3	22	i	nt	2	-12	69*	4	i
4	CCc1c(C)nc2ncnn2c1N1CCCC(C(=O)Nc2cc(F)ccc2C)C1 (centres undefined)	0	0	i	1	2	14	-4	1	i
5	O=C1C=C(N2CCOCC2)c2cccc3cccc1c23	-33	-1	i	17	16*	23	-10	95	i
6	OCc1ccccc1N=Cc1cccnc1	3	-5	i	2	2	-8	-5	-6	i
7	Cc1ccc(NC(=O)CN(Cc2ccccc2)S(C)(=O)=O)cc1C	0	-3	i	-2	-2	-26	-6	-4	i
8	Cc1nonc1OCCNCc1c(C(=O)N2CCCCCCC2)nc2ccc(Cl)cn12	1	-8	i	-1	2	10	2	0	i
9	O=C(NCCCl)Nc1cc([N+](=O)[O-])ccc1Cl	-3	2	i	-2	1	0	19	7	i
10	COc1cc(CCCN2C(=S)NC[C@@H]2CC2CCCCC2)cc(OC)c1OC	17	4	i	-2	0	17	6	-122	i
11	CN1CCC(=C2c3ccccc3C=Cc3ccccc32)CC1	-1	-2	i	-13	-3	3	1	10	i
12	O=C(Cc1ccc(NS(=O)(=O)c2ccc(Cl)c(Cl)c2)cc1)NCCN1CCOCC1	1	-3	i	-4	2	-15	2	-12	i
13	CC(C)(C)C(=O)CN1C(=O)NC(C)(Cc2ccc3c(c2)OCO3)C1=O (centres undefined)	1	3	i	3	-1	-1	-2	5	i
14	CC1CN(S(=O)(=O)c2cccc(C(=O)N(C)C3CCN(C)CC3)c2)CC(C)O1 (centres undefined)	-7	1	i	-4	-1	-5	-4	9	i
15	Cc1ccc(CC(=O)Nc2ccccc2N2CCOCC2)cc1C	1	2	i	0	3	-17	1	-29	i
16	COc1ccc(CC(=O)N2CC3(C)CC2CC(C)(C)C3)cc1 (centres undefined)	7	2	i	-1	0	15	-3	25	i
17	O=C(NCCc1ccccc1F)C(=O)Nc1nccs1	-4	-3	i	4	1	-21	-17	6	i
18	CCOC(=O)N(C)c1c(CC)nc2c(OCc3ccccc3)cccn12	-2	-4	i	-4	-1	-5	-5	6	i
19	O=C(CCCN1C(=O)/C(=C\c2cccs2)SC1=S)Nc1cccc(C(=O)O)c1	-2	13	i	3	-1	7	3	4	i
20	COc1ccccc1Oc1ccc2c(c1)C(=O)N(CC(=O)O)C2=O	1	-2	i	2	-2	7	-8	3	i
21	CCn1c(Cc2ccccc2)nnc1SCc1nc2ccccc2c(=O)[nH]1	-2	-4	i	4	-3	6	-6	10	i
22	Cc1ccc(C)c(Cn2c(C)nc3c(sc(=S)n3-c3ccccc3)c2=O)c1	4	3	i	1	-1	-9	6	19	i
23	CC1(C)OC2COC(c3[nH]nc4c(=O)[nH]c(=O)[nH]c34)C2O1 (centres undefined)	3	-9	i	1	-1	21	-4	2	i
24	CCOc1ccccc1C=Nc1ccccc1C(=O)Nc1ccccc1	-5	-1	i	-2	-4	1	-13	6	i
25	COc1ccc(N2C(=O)CC(c3ccc([N+](=O)[O-])cc3)C2=O)cc1 (centres undefined)	4	0	i	2	-1	19	5	-14	i
26	CCOc1ccc(-c2nnn(CC(=O)c3ccc4c(c3)OCCO4)n2)cc1OCC	0	-12	i	0	0	-1	20	-13	i
27	CC(=O)Nc1cccc(/C(C)=N/NC(=O)c2ccc(Cl)cc2Cl)c1	-6	-7	i	-3	0	-9	0	-2	i
28	Cc1ccc(C(=O)NCCC(=O)N2CCC3(CC2)NCCc2[nH]cnc23)cc1C	-4	-4	i	1	-1	14	-7	-4	i
29	O=C(O)c1ccc(NC(=O)c2cccc(C(=O)Nc3ccc(C(=O)O)cc3)n2)cc1	4	-3	i	2	-1	9	-4	11	i
30	CCC12CN3CCN(CC(C3)/C1=N\NC(=O)c1ccc(Cl)cc1)C2	-2	-3	i	-2	1	5	-2	-6	i
31	O=C(Nc1ccc(OC(F)(F)F)cc1)c1ccc2c(c1)no[n+]2[O-]	4	-4	i	-28	6.4*	13	51*	-13	i
32	O=C(c1ccco1)N1CCN(S(=O)(=O)c2ccc(Cl)cc2)CC1	4	3	i	2	3	-18	0	7	i
33	COC(=O)c1cc(OC)c(OC)cc1NC(=S)NC(=O)c1ccco1	4	-6	i	1	2	5	-3	30	i
34	CC(C(=O)OCC(=O)c1ccccc1)N1C(=O)c2ccccc2C1=O (centres undefined)	-4	-7	i	2	-2	-4	1	-6	i
35	COC(=O)c1cc2c(C)[nH]c(C)c2cc(C(=O)OC)c1=O	-18	0	i	-4	-3	2	-16	15	i
36	Cc1ccc(-n2nc(C(=O)NCc3ccco3)c3c4ccccc4n(C)c3c2=O)cc1	4	19	i	5	-3	21	2	-4	i
37	CCOc1ccc(C2C3=C(Nc4nc(N)[nH]c(=O)c42)c2ccccc2C3=O)cc1 (centres undefined)	-1	9	i	13	-14	0	-1	-7	i
38	CC(=O)NC(c1cccc(F)c1)c1nc(-c2cccc(F)c2)cs1 (centres undefined)	0	-10	i	-1	-1	-19	12	4	i
39	O=C(CCCC(=O)NN=Cc1ccc(Cl)cc1Cl)NN=Cc1ccc(Cl)cc1Cl	-3	13	i	3	-2	10	2	9	i
40	CCCCn1c(-c2ccccc2C)nc2cc3[nH]c(=O)c(C(C)C)nc3cc21	2	8	nt	-9	4	-1	-8	-19	i
41	COc1ccc(C(=O)NNC(=O)Cc2nc3ccccc3n2C)cc1	-2	-1	i	2	2	11	-11	5	i
42	CCOc1ccc(S(=O)(=O)Nc2ccc(C(=O)NCC(c3ccco3)N3CCCCC3)cc2)cc1 (centres undefined)	4	4	i	0	0	23	4	10	i
43	COc1cc2cnc(-c3ccccc3)c(-c3ccc(C(F)(F)F)cc3)c2cc1OC	-7	2	i	-2	1	3	35	-14	i
44	CC(C)N1CCN(Cc2ccc(Oc3ncccn3)cc2)CC1CCO (centres undefined)	0	-6	i	0	1	-3	-5	-6	i
45	CC(C)NC(=O)C1(C)CN(S(C)(=O)=O)CC(=O)N1CCOc1ccccc1 (centres undefined)	0	nt	i	2	nt	-7	nt	nt	nt
46	Cc1ccc(NC(=O)COc2ccc(N(C)C(=O)C(C)(C)C)cc2)cc1S(=O)(=O)N1CCCCC1	3	0	i	16	2	33	26	5	i
47	CN(CC(=O)Nc1cc(Cl)ccc1C#N)C1CCS(=O)(=O)C1 (centres undefined)	-3	-3	i	-2	1	-11	-6	5	i
48	Cc1ccc(S(=O)(=O)N2CCOCC2)cc1C(=O)Nc1ccc(S(=O)(=O)Nc2nccs2)cc1	-1	-1	i	-7	-3	-8	-3	-19	i
49	O=C1NCC(=O)N2C(c3ccccc3)c3[nH]c4ccccc4c3C[C@@H]12 (some centres undefined)	3	-6	i	1	2	-2	-3	6	i
50	O=C(N/N=C/C=C/c1ccccc1)c1cc(C2CC2)[nH]n1	2	1	i	2	-1	-15	-2	2	i
51	CCOC(=O)Nc1cc(C(=O)OCC)c(C)nc1C	-1	9	i	2	3	8	0	-2	i
52	CCOC(=O)c1c(-c2ccccc2)csc1N1C(=O)Nc2ccccc2N1O	-4	-1	i	-3	2	4	-5	13	i
53	COc1ccc(CN2CCN(Cc3ccon3)CC2CCO)c(C)c1C (centres undefined)	-3	-8	i	4	2	-15	-8	1	i
54	COc1ccc(OC[C@@H](O)CNC(=O)c2cccc3c2C(=O)c2ccc(Cl)cc2S3(=O)=O)cc1	1	2	i	3	-1	-9	10	-2	i
55	CN(c1ccccc1)S(=O)(=O)c1cccc(C(=O)NCC(=O)Nc2ccc(F)c(F)c2F)c1	-2	-5	i	1	-1	8	15	-7	i
56	CCOC(=O)c1c(NC=O)sc2c1CCC2	4	-5	i	3	-1	13	1	13	i
57	O=C(CC(Nc1ccccc1)c1ccc(F)cc1)c1ccccc1 (centres undefined)	-2	-3	i	7	1	13	39	2	i
58	CCOc1ccccc1NC(=O)C1CCCN(S(C)(=O)=O)C1 (centres undefined)	-3	-4	i	1	0	-3	-4	-5	i
59	CN(C(=O)CN1CCN(c2cc(-c3ccc(-c4ccccc4)cc3)ncn2)CC1)c1ccccc1	-1	3	i	4	0	0	7	-2	i
60	Cc1cccc(OCCNC(=O)c2cncc(Br)c2)c1	-1	-1	i	-5	3	-10	-3	6	i

Whole records, looked up by structure. Order of screens: CSN deneddyl inh	NadD block	Neddyl block	MT1-MMP act inh	Rin1 Abl inh	SKN-1 block	FAS-TE inh	MLLE-PAM2 inh	Rpn11 inh
Cc1cccc(OCCNC(=O)c2cncc(Br)c2)c1 reads -1	-1	i	-5	3	-10	-3	6	i
COc1cc2cnc(-c3ccccc3)c(-c3ccc(C(F)(F)F)cc3)c2cc1OC reads -7	2	i	-2	1	3	35	-14	i
CCOC(=O)Nc1cc(C(=O)OCC)c(C)nc1C reads -1	9	i	2	3	8	0	-2	i
